# Rab2A wt mod – changes GTP binding to wildtype dog Rab2A, up or down; P61105; GST-Rab2 wt beads, Bodipy-GTP binding, flow cytometry; GTP binding activity, % at 10 µM; 0.19% of 190,000 active; AID 760;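 active = GTP binding activity at least 20 points away from 100%, either lowered or raised; inconclusive = signal likely due to the compound's own green fluorescence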;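 note: 0% = beads with excess unlabeled GTP and 100% = no-compound control corrected for plate trend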
# Pf gametocyte – kills late stage P. falciparum gametocytes | 0.065% of 150,000 active | inhibition, % at 10.9 µM | P. falciparum stage V gametocytes, ATP luminescence, 24 h;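 active = inhibition above the mean plus 3 SD of compounds within the control limits, set per campaign, cut at about 38% in these data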;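 note: 0% = DMSO wells and 100% = medium only without gametocytes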
# Rac1 wt modul – modulators of human Rac1 wildtype GTP binding | P63000 | GST-Rac1 beads, fluorescent GTP binding, flow cytometry; actives lie on both sides; 0 = cold GTP competed, 100 = untreated | GTP binding activity (% of control), % at 10 µM | 0.27% of 190,000 active | AID 757;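 active = GTP binding activity at least 20 points away from the 100% control level, either lower or higher; inconclusive = compound flagged as likely green fluorescent, judged across all proteins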
# Avidin bead fluor – compound fluoresces at 488/530 nm on avidin beads. compound fluorescence 488/530 nm, flow cytometry; active compounds read high. fluorescence (KMESF) at 10 µM. 0.38% of 220,000 active. AID 1775; in the data active = fluorescence above about 47; note: inactives centre near 10
# Cdc42 wt – human Cdc42 wildtype GTP binding change, either direction; percent activity (GTP binding), % at 10 µM; AID 761; 0.2% of 190,000 active; GST-Cdc42 beads, Bodipy-GTP binding, flow cytometry; actives lie on both sides; P60953;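 active = percent activity GTP binding at least 20 points away from the 100% baseline, either down as inhibitor or up as activator; inconclusive = compound flagged as likely green fluorescent from well-wide comparison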;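 note: median bead fluorescence of bound Bodipy-FL-GTP at 100 nM; 0% = excess unlabeled GTP control and 100% = no compound control; below 100% means less GTP binding so inhibitor and above means activator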
# Target sequence (P60953 whole entry, looked up): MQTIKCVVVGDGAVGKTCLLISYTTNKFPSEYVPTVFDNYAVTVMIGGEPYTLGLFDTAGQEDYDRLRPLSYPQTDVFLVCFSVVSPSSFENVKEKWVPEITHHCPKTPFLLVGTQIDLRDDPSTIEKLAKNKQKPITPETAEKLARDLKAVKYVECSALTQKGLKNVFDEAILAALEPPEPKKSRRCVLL
# HRas wt GTP – human HRas wildtype GTP binding, change in either direction; GTP binding activity, % at 10 µM; GST-Ras wt beads, Bodipy-FL-GTP binding, flow cytometry; actives lie on both sides; 0.14% of 190,000 active; AID 759;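 active = GTP binding activity at least 20% away from the 100% baseline, either lowered as inhibitor or raised as activator; inconclusive = flagged as likely green fluorescent, judged across all proteins in the well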;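 note: 0% = unlabeled GTP competition control and 100% = no-compound control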
# Target sequence (P01112 whole entry, looked up): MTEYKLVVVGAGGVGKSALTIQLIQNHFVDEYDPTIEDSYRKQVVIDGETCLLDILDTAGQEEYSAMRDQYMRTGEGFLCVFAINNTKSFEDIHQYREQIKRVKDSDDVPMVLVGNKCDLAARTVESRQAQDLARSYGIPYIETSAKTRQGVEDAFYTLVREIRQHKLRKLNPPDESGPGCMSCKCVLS
# Mcl1 Bid PPI – disrupts binding of human Mcl-1 to Bid peptide; TR-FRET Mcl-1/Bid-Dy647 peptide binding, 1536-well; inhibition, % at 21.7 µM; 0.97% of 220,000 active;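 active = compounds that cut the binding signal by more than half at the single screening dose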;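 note: His-tagged Mcl-1 with europium anti-His antibody binding Bid BH3 peptide; 0% = Mcl-1 plus peptide wells and 100% = peptide-only wells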
# Target sequence (Q07820 whole entry, looked up): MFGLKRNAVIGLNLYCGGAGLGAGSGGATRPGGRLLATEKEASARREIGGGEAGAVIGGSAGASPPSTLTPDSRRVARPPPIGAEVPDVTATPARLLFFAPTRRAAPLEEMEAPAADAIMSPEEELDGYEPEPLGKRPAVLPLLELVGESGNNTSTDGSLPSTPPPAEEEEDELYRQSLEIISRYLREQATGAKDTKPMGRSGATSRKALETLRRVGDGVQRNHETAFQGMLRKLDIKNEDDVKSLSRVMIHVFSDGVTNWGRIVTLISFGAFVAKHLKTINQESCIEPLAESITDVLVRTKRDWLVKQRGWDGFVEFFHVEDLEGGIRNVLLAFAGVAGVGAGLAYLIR
# Rab7 wt modul – dog Rab7 wildtype GTP binding, inhibitors and activators; GST-Rab7 beads, fluorescent GTP binding, flow cytometry; actives lie on both sides; untreated = 100%, excess cold GTP = 0%; GTP binding activity (percent of control), % at 10 µM; 0.055% of 190,000 active;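 active = fluorescent GTP binding to Rab7 beads changed by at least 20 points from the 100% baseline, either direction, mostly lower; inconclusive = compound itself probably fluorescent, or too few beads counted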;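 note: median green fluorescence of bound Bodipy-FL-GTP per Rab7 bead population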
# Mcl1-Noxa inh – Mcl-1/Noxa interaction inhibition; Q07820; TR-FRET Mcl-1/Noxa peptide binding, 2 h; 1.5% of 220,000 active; AID 1022; inhibition, % at 21.7 µM;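 active = compounds that cut the protein-peptide binding signal by more than 50% relative to plate controls in a single-dose test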;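 note: His-tagged Mcl-1 with rhodamine Noxa BH3 peptide and terbium anti-His antibody; 0% = Mcl-1 plus Noxa peptide wells and 100% = peptide-only wells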
# Rac1 mut GTP – human Rac1 activated mutant GTP binding change | AID 764 | percent activity (GTP binding), % at 10 µM | GST-Rac1 activated beads, fluorescent GTP binding, flow cytometry; actives lie on both sides; 100% means binding = to untreated wells | 0.11% of 190,000 active;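 active = GTP binding at least 20 percentage points away from the 100% baseline, in either direction, so actives lie on both sides; inconclusive = Compound likely fluorescent itself, or too few beads counted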
# Bim-Mcl-1 – inhibitors of Bim-Mcl-1 interaction, human; Q07820; Bead-based flow cytometry, Bim peptide-Mcl-1 binding; inhibition, % at 10 µM; 0.1% of 190,000 active; AID 1009; in the data active = inhibition above about 40%;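 note: 0% = no compound tracer wells and 100% = peptide blocker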
# An asterisk follows results filed as active; ? = inconclusive; . = no result given; [ ] = remark or other dose.
Compound,Avidin bead fluor,Bim-Mcl-1,Rab2A wt mod,Mcl1 Bid PPI,Pf gametocyte,Cdc42 wt,Rab7 wt modul,Mcl1-Noxa inh,Rac1 wt modul,HRas wt GTP,Rac1 mut GTP
CN(C)c1ccc(NC(=O)c2sc(SCC(=O)Nc3nccs3)nc2N)cc1,13,-5,98,-29,-9,102,102,66*,107,100,101
O=C(N/N=C1\CCSC1)c1cc(Cl)ccc1O,5,-1,?,-93,.,?,?,1,?,?,?
CC(O)C(NS(=O)(=O)c1ccc(Cl)cc1)C(=O)OCc1cc([N+](=O)[O-])cc2c1OCOC2 (configuration not stated),14,1,96,1,-13,97,98,12,101,97,96
CCOC(=O)c1ccc(NC(=S)Nc2ccc(C)cc2)cc1,10,-4,100,-41,7,99,105,9,104,98,96
CN(CC(=O)N1CCN(c2ccccc2)CC1)S(=O)(=O)c1cccs1,.,-1,99,-22,.,96,101,16,101,95,98
CC(=O)N1NC(=Nc2ccccc2)SC1(C)C,8,0,97,-90,-10,97,101,6,96,98,96
CCCC(=O)Nc1ccc(C(=O)Nc2nnc(COC)s2)cc1,11,-1,105,-1,5,103,108,5,107,105,103
COc1ccc(NCc2nnc(SCC(=O)Nc3nc(-c4ccccc4)cs3)n2-c2ccccc2)cc1,5,-5,98,-34,-12,99,100,-8,102,102,99
O=C(CCCCCNc1nc(=S)[nH]c2ccccc12)NCCc1ccc(Cl)cc1,9,-2,90,-26,-16,91,101,-6,87,92,92
COc1ccc2[nH]c(C(=O)O)c(NS(=O)(=O)c3ccc(OC)c(OC)c3)c2c1,29,0,95,-18,.,95,95,14,92,95,94
NNC(=O)C1=NOC(CNc2ncc(C(F)(F)F)cc2Cl)C1 (configuration not stated),25,0,97,-20,.,93,99,8,97,94,96
O=C(N/N=C/c1ccccc1Cl)c1cccc(F)c1,14,-3,102,0,.,99,100,-3,96,101,100
O=C(O)CCCCCN=Cc1c(O)c2ccccc2oc1=O,21,0,96,0,13,97,96,4,98,94,97
COc1ccc(-c2cc(C#N)nc(N3CCNCC3)n2)cc1,49*,-2,127*[activator],14,1,131*[activator],113,19,131*[activator],125*[activator],131*[activator]
COc1ccc(-c2cnc(N)n2CC2CCCO2)cc1 (configuration not stated),4,0,98,-54,-16,99,99,-60,101,99,96
O=C(CN1CCC(n2nnc3cc(C(F)(F)F)ccc32)CC1)NNC(=O)c1ccco1,12,-2,99,-27,15,97,105,5,99,100,96
O=C(O)C1CCCN1C(=O)c1cccs1 (configuration not stated),23,3,94,6,-4,99,100,1,98,94,98
COc1ccc(NCN2C(=O)C3C4C=CC(C4)C3C2=O)cc1 (configuration not stated),13,0,97,-96,.,98,99,12,98,98,93
Cc1ccc(-n2c(CCc3nc4ccccc4[nH]3)n[nH]c2=S)cc1,10,-1,96,-18,.,93,96,25,93,93,93
O=C(N/N=C\c1ccc(-c2ccc([N+](=O)[O-])cc2)o1)C1COc2ccccc2O1 (configuration not stated),14,0,94,-5,.,95,96,23,98,94,94
COc1ccc2cc3cc(C(=O)NCC4COc5ccccc5O4)oc3nc2c1 (configuration not stated),34,-4,97,-9,5,98,98,-40,99,98,97
COc1ccc(-n2c(=O)[nH]cc(C(=O)N3CCc4ccccc43)c2=O)cc1,38,-3,98,-26,.,103,100,0,104,100,98
Cc1ccc(C)c(NC(=O)Cc2csc(-c3ccccc3)n2)c1,10,2,99,-11,-17,104,101,14,104,103,98
Cc1cc(NC(=O)c2cccc(Oc3ccccc3)c2)n[nH]1,12,0,103,-20,-42,97,112,16,104,101,99
COc1ccccc1C(=O)Nc1nc2ccc(S(C)(=O)=O)cc2s1,23,-5,97,42,-29,102,99,-66,102,96,99
CCC(C)Nc1nc2c(c(=O)n(C)c(=O)n2C)n1Cc1cccc(C)c1 (configuration not stated),38,-4,101,-21,.,100,102,-3,103,101,98
CCOC(=O)c1[nH]c2cc(OC)c(OC)cc2c1NC(=O)C(C)N1CCN(Cc2ccccc2)CC1 (configuration not stated),16,0,102,-70,-1,101,106,24,103,101,98
O=C(O)c1cn(-c2ccc(F)cc2)c(=O)c2ccccc12,12,-1,97,-10,-14,95,103,-10,96,97,94
Cc1cc2ncn(C(=O)c3c(-c4c(Cl)cccc4Cl)noc3C)c2cc1C,8,-2,98,18,.,99,95,20,102,99,97
O=C(CSc1nc(C2CC2)nc2ccccc12)N1c2ccccc2Sc2ccccc21,2,-1,98,-20,26,98,96,-13,102,98,100
Cc1ccccc1-c1ncc(CN2CCN(C3CCCCC3)C(CCO)C2)cn1 (configuration not stated),10,-1,99,-25,7,102,104,9,101,101,98
COc1ccc(CCN/C=C2/CC(=O)NC2=O)cc1OC,9,0,99,-148,-22,102,99,-5,103,100,98
Cc1nc2ccc(NC(=O)COc3ccccc3C)cc2s1,14,-2,96,-4,-29,99,95,36,99,97,99
CCN(CCC(=O)Nc1cc([N+](=O)[O-])ccc1OC)Cc1ccccc1,6,-7,104,-40,-24,105,100,5,105,103,104
CCCCCCCCCCS(=O)(=O)N/N=C/c1ccc([N+](=O)[O-])cc1,15,-1,99,-83,.,95,101,21,99,100,92
Cc1ccc(C(=O)N2c3ccccc3NC(=O)C2C)cc1 (configuration not stated),12,0,95,-13,-17,95,97,-2,102,95,97
Cc1nnc(Sc2cc(C(=O)NCc3ccco3)c3ccccc3n2)s1,5,-1,102,-6,.,105,102,26,102,104,99
O=C1OC(c2ccccc2)=N/C1=C\C=C\c1ccco1,11,-6,95,-47,-18,92,96,11,97,97,96
CCOc1nc(SC(C(C)=O)C(=O)Nc2ccccc2)nc(N(C)C)n1 (configuration not stated),28,-6,93,-2,.,92,93,18,94,95,94
Cn1c(=O)c2c(n(C)c1=O)=NC1(CCCCC1)ON=2,6,-2,99,-28,-16,100,98,-12,102,99,99
COC(=O)COc1ccc(S(=O)(=O)N2CCc3ccccc3C2)cc1,7,0,102,-23,.,101,100,-10,104,101,99
COc1ccccc1C(CC(=O)Nc1ccc(C)c(C)c1)c1ccc(OC(C)C)cc1 (configuration not stated),6,-2,98,-11,-2,98,99,55*,104,100,99
Cc1ccc(OCC(O)CN2CCN(Cc3ccc4c(c3)OCO4)CC2)cc1C (configuration not stated),6,-7,102,40,-13,101,102,24,103,102,100
O=C(O)/C=C/c1cn(-c2ccccc2)nc1-c1cccs1,18,-1,93,-6,15,93,101,-5,94,92,89
Cc1ccc(S(=O)(=O)Nc2ccc3c(c2)OCCO3)cc1,9,-1,97,-49,6,98,107,24,99,100,93
O=C(CCSCc1ccccc1F)NCc1cccs1,9,0,100,-18,6,97,97,10,101,98,94
CCCCN(C)C1=Nc2cccc3cccc1c23,8,-2,99,-1,.,98,102,9,97,99,98
Cc1c(Cl)c([N+](=O)[O-])nn1CCCC(=O)N(Cc1ccccc1)Cc1ccccc1,10,-3,101,-6,-10,97,102,5,102,101,101
COc1nc(N(CC(N)=O)S(=O)(=O)c2ccccc2)nc(C)c1Cl,3,1,101,-12,9,100,96,-10,102,99,100
O=C(NC12CC3CC(CC(C3)C1)C2)c1cc([N+](=O)[O-])ccc1N1CCOCC1,4,-3,99,-3,-23,97,105,2,103,101,98
Cc1cc(C)n2nc(SCCCC(=O)c3ccccc3)nc2n1,13,0,92,-10,.,89,97,16,85,91,90
Cc1onc(-c2ccccc2Cl)c1C(=O)Nc1ccccc1C(=O)NC(C)C,25,-1,100,6,.,104,99,14,104,101,102
CCOc1cc(C2C3=C(CCCC3=O)Nc3nc(C(=O)OC)nn32)ccc1OC (configuration not stated),32,0,95,-58,.,99,94,12,97,97,95
Cc1nn(C2CCS(=O)(=O)C2)c(Cl)c1/C=C/C(=O)OCC(=O)c1c[nH]c2ccccc12 (configuration not stated),8,-6,97,-11,2,96,96,4,99,98,99
COc1cccc(/C=N/NC(=O)CC2C(=O)NN=C2C)c1OC (configuration not stated),37,1,101,-52,.,103,104,1,101,102,97
Cc1ccc(NC(=O)c2cc(C)nn2-c2ccccc2)cc1,7,0,102,-15,.,103,101,-9,106,99,101
Cc1[nH]n(-c2ccccc2)c(=O)c1N=Nc1ccccc1O,15,-3,90,-185,-1,91,97,16,90,91,87
Cn1c(-c2ccc(F)cc2)cnc1SCC(=O)Nc1ccccc1,12,-1,94,-5,13,92,96,4,95,92,94
COc1ccc(C(CC(=O)O)NC(=O)OC(C)(C)C)cc1 (configuration not stated),5,0,99,-1,.,99,98,6,103,100,96
COC(=O)c1ccc(CSc2nnc(NC(=O)C3CC(=O)N(Cc4ccc(C)cc4)C3)s2)cc1 (configuration not stated),4,-6,96,-19,.,102,102,7,105,101,101

# Going on with the list.
Compound,Avidin bead fluor,Bim-Mcl-1,Rab2A wt mod,Mcl1 Bid PPI,Pf gametocyte,Cdc42 wt,Rab7 wt modul,Mcl1-Noxa inh,Rac1 wt modul,HRas wt GTP,Rac1 mut GTP
O=C1c2[nH]nc(-c3ccccc3O)c2C(c2ccc(F)cc2)N1Cc1ccco1 (configuration not stated),1,0,99,-42,-6,95,99,25,98,96,99
COc1ccccc1NC(=O)Cn1c(CCC(=O)O)ccc1-c1ccccc1,11,-3,98,-33,5,94,106,6,101,99,95
COCCSc1nnc(-c2cnccn2)o1,4,2,101,-3,.,107,103,7,107,104,102
O=C(C1CCCO1)N1CCN(C(=S)Nc2ccc(Cl)cc2Cl)CC1 (configuration not stated),12,-4,101,-27,-11,102,99,11,103,100,103
CCn1c(SCC(=O)N2CCCc3ccccc32)nc2cccnc21,11,-3,94,-10,.,94,95,5,97,96,92
CCCc1nnc(NC(=O)CCC(=O)Nc2ccc(F)cc2)s1,9,0,106,-13,-1,108,96,6,105,105,100
Cc1sc2ncnc(NCC3(N4CCOCC4)CCCCC3)c2c1C,15,-6,102,-14,-8,99,100,-1,102,100,98
CC(=O)c1ccc(OC(=O)N(c2ccccc2)c2ccccc2)cc1,18,-1,98,18,20,99,96,3,94,99,95
CCOC(=O)N1CCC(NC(=O)c2ccc3c(c2)N(Cc2ccc(F)cc2)CCS3)CC1,4,-3,98,-5,.,97,100,4,103,98,97
CCOC(=O)c1cc2cc([N+](=O)[O-])cc(OC)c2oc1=O,10,0,103,-4,-5,97,107,11,101,100,97
O=C(/C(=C/c1ccccc1Cl)c1ccccc1)N1CCOCC1,10,-1,103,-5,-25,103,103,4,105,103,101
